Bioassay records from PubChem BioAssay.
Rab9 promoter act: Rab9 promoter activation. 2.8% of 320,000 active. Potency, µM (titrated, usually from 9.22 µM), without a hit: at the top dose activation, negative = inhibition, hits mostly activators. Huh7 Rab9 promoter-luciferase reporter, luminescence, 24 h; also: potency is read from the fitted curve at half-maximal effect; % of control where 0% means no effect; nearly all actives have a fitted effect of over 60% in size
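Stable Rab9-luc Huh7, 1500 cells/well, 2 h settle; cmpd in DMSO, 24 h, 37 °C/5% CO2; luciferase reagent 10 min RT; luminescence.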
Tb PFK inh: inhibitors of T. brucei phosphofructokinase; O15648; T. brucei PFK, ADP-Glo luminescence; Potency, µM (top dose mostly 57.5 µM), for inactives: top-dose activity, negative = inhibition, hits mostly inhibitors; 0.17% of 330,000 active; AID 485367;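 also: potency is read from the fitted curve at half-maximal effect; 0% = uninhibited 1x PFK enzyme wells and -100% = no-enzyme wells; nearly all actives have a fitted effect of over 60% in size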
Target sequence (O15648 whole entry, looked up): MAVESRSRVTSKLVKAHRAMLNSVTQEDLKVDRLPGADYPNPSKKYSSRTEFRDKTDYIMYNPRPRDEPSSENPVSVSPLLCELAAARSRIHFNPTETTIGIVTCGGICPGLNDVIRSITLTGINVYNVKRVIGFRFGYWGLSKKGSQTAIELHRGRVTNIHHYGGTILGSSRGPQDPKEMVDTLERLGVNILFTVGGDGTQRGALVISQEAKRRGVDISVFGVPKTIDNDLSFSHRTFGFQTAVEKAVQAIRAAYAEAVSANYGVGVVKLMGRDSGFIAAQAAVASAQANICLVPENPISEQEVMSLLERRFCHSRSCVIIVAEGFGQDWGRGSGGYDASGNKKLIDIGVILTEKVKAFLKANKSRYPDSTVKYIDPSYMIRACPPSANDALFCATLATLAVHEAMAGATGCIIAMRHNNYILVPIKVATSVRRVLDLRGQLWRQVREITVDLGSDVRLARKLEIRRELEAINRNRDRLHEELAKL
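Luminescent ADP detection (ADP-Glo, two-step: ATP depletion then ADP-to-ATP conversion for luciferase) reported PFK activity after 45 min room-temperature reaction of 1.25 nM enzyme with 0.5 mM F6P and 0.1 mM ATP at pH 8.0.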
ELG1 genotox: induces genotoxicity in HEK293T cells with luciferase-tagged ELG1; HEK293T ELG1-luciferase reporter, luminescence, 16 h; Potency, µM (doses to about 46 µM), inactives show at the top dose activity change, positive = activation, hits mostly activators; 1.3% of 330,000 active; AID 504466; also: potency is read from the fitted curve at half-maximal effect; % of control where 0% means no effect; nearly all actives have a fitted effect of over 60% in size
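Cells (2,000/well) expressing the ELG1-luciferase fusion are dosed by pin tool and kept 16 hr at 37 °C, 5% CO2. Signal comes from ONE-Glo luciferase reagent after 30 min at room temperature.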
NPC1 promoter act: activators of NPC1 promoter. Huh7 NPC1 promoter luciferase reporter, 24 h. Potency, µM (highest dose often 9.22 µM), for inactives: at the top dose activation, hits mostly activators. 2.4% of 320,000 active. AID 485313;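 also: potency is read from the fitted curve at half-maximal effect; % of control where 0% means no effect; nearly all actives have a fitted effect of over 60% in size; reporter is driven by a mutant NPC1 promoter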
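Quantitative HTS used a cell-based reporter: Huh7 cells stably bearing the NPC1 promoter upstream of luciferase were treated with compounds for 24 h, and promoter activation was read as luminescence.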
Giardia killer: kills Giardia lamblia | 0.15% of 340,000 active | activity change, % at 7.66 µM, hits read low | Giardia lamblia trophozoite viability; in the data active = activity change below about -80%; inconclusive = between about -30% and that limit;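 also: parasites exposed to compound for two days anaerobically before the ATP read; % is scaled to controls: 0 for no effect and ±100 for the full control effect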
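Trophozoites 100 cells/well + cpd; 48 hrs, 37 deg C, anaerobic. ATPLite 1-Step added, 15-30 min RT, luminescence read (ATP-based viability).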
FBPA coupling cs: counter-screen for Giardia aldolase inhibitors: coupling enzyme system | coupling enzyme system counterscreen, AmpLite Red fluorescence | activity change, negative = inhibition, % at 58.2 µM, hits read low | 0.67% of 290,000 active | AID 2472; in the data active = activity change below about -30%; also: % is scaled to controls: 0 for no effect and ±100 for the full control effect
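Fluorescence at 525 nm excitation and 598 nm emission measured inhibition of the coupled detection system without aldolase. Compounds (at 57.5 uM final) were preincubated 10 min at room temperature with coupling enzyme reagent before a 20 min substrate/AmpLite Red step.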
RORgamma inh: blocks mouse ROR gamma transcriptional activity; P51450; Drosophila S2 Gal4-RORgamma UAS-luciferase reporter, 20 h; Potency, µM (titrated, usually from 53.6 µM), for the others: at the highest dose activity change, negative = inhibition, actives largely listed as inhibitors; 5.4% of 310,000 active; also: potency is read from the fitted curve at half-maximal effect; % is scaled to controls: 0 for no effect and ±100 for the full control effect; nearly all actives have a fitted effect of over 60% in size
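Luciferase reporter read in Schneider cells carrying Gal4-RORγ (mouse) and UAS-Photinus luciferase; cells given compound 1 h before 700 uM copper sulfate induction, then incubated 20 h at ambient temperature.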
uPA surface inh: blocks generation of uPA at the cell surface; cell surface uPA generation assay, qHTS; Potency, µM (titrated, usually from 38.3 µM), for inactives: at the highest dose activity change, negative = inhibition, actives largely listed as inhibitors; 0.31% of 330,000 active; AID 540303; active = well fitted inhibition curve with a large enough effect; inconclusive = small, poorly fitted or top-dose-only effect; inactive = no such curve, though single readings can be large or run the other way; tested in mouse RAW 264.7 cells; also: potency is read from the fitted curve at half-maximal effect; % is scaled to controls: 0 for no effect and ±100 for the full control effect; nearly all actives have a fitted effect of over 55% in size
FLuc modulator: firefly luciferase modulation, counter-screen for miR-21 project | Potency, µM (highest dose often 57.5 µM), for inactives: top-dose activity change, negative = inhibition, actives largely listed as inhibitors | AID 588342 | 6.9% of 360,000 active | purified FLuc, Km substrates, luminescence inhibition;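 also: potency is read from the fitted curve at half-maximal effect; plate controls were vehicle for no effect and reference inhibitor for full effect; nearly all actives have a fitted effect of over 55% in size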
Target sequence (P08659 whole entry, looked up): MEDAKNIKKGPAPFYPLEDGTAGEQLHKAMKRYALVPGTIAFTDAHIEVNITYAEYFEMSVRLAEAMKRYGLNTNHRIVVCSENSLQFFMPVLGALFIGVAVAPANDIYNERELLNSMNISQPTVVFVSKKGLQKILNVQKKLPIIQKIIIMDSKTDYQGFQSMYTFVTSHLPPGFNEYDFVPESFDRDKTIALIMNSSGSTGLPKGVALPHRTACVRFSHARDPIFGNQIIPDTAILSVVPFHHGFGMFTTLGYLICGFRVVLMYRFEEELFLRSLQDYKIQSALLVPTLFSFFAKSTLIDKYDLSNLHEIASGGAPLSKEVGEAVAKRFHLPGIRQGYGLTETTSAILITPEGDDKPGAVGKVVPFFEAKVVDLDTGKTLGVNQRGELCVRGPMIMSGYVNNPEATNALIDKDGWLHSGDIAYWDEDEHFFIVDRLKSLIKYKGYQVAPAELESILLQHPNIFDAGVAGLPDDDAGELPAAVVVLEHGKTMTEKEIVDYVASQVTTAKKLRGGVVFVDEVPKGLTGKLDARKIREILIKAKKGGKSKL
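Biochemical qHTS of compounds, final roughly 60 µM downward over six points, against 10 nM purified firefly luciferase using Km concentrations of substrates (10 uM D-luciferin, 10 uM ATP) in Tris acetate pH 7.5 buffer; luminescence output.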
VP16 counter: inhibits Gal4-VP16 luciferase reporter, ROR gamma counter-screen; Drosophila S2 Gal4-VP16 UAS-luciferase, luminescence, 20 h; Potency, µM (highest dose often 53.6 µM), for the others: at the highest dose activity, negative = inhibition, hits mostly inhibitors; 3.5% of 310,000 active; AID 2546;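 also: Gal4-VP16 expression switched on by copper sulfate through the metallothionein promoter; potency is read from the fitted curve at half-maximal effect; % is scaled to controls: 0 for no effect and ±100 for the full control effect; nearly all actives have a fitted effect of over 50% in size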
KCNH2 3.1 block: blocks the human KCNH2 3.1 channel isoform | U2OS KCNH2 3.1, thallium flux FluxOr; active compounds read low | activity change, % (tested at about 1.8 µM) | 0.95% of 340,000 active;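 active = maximum activity change below -70%; inconclusive = maximum activity change from -70% to -50%; inactive = maximum activity change above -50%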;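 also: thallium influx rate constant from kinetic fluorescence after stimulation buffer; % is scaled to controls: 0 for no effect and ±100 for the full control effect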
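Normalized rate constant (relative to positive and negative DMSO controls) derived from a 2 min kinetic fluorescence read after stimulation; U2OS cells expressing the 3.1 isoform via virus at 1.77 x 10^8 /mL.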
An asterisk follows results filed as active; u = inconclusive; x = not tested or not shown; [ ] = dose if it differs, or a comment. Unless noted, calls follow the shape of the dose curve; as a rule, active = well fitted curve in the direction sought with a large enough effect; inconclusive = small, poorly fitted or top-dose-only effect, or another doubt; inactive = no such curve, though single readings can be large; an effect the other way counts as inactive or inconclusive.

SMILES	Rab9 promoter act	Tb PFK inh	ELG1 genotox	NPC1 promoter act	Giardia killer	FBPA coupling cs	RORgamma inh	uPA surface inh	FLuc modulator	VP16 counter	KCNH2 3.1 block
CC(=O)c1ccc(OCC(=O)N2CCCC(Nc3ccc(C)c(C)c3)C2)cc1 (stereo unspecified)	5.2%	3.6%	16.8%	8.7%	-4.0	x	-0.3%	-2.2%	-1.4%	-10.7%	x
COc1ccc(C(=O)NC(=S)Nc2ccc(S(=O)(=O)Nc3cc(OC)nc(OC)n3)cc2)cc1	-3.7%	4.2%	0.5%	-0.5%	-0.7	3.7	u	1.0%	-17.0%	-2.6%	3.6
N#Cc1c(NC(=O)C2CCCO2)sc2c1CCCCC2 (stereo unspecified)	2.24µM*	3.6%	u	3.55µM*	-4.6	0.3	6.6%	-5.9%	13.5µM*	u	1.5
Cc1sc2ncnc(N3CCC(C(=O)Nc4ccccc4C(C)(C)C)CC3)c2c1C	0.4%	7.2%	-11.2%	-0.8%	-2.4	x	x	0.0%	1.5%	x	-15.5
O=C(O)c1cc(NS(=O)(=O)c2ccc(F)cc2)cc(NS(=O)(=O)c2ccc(F)cc2)c1	x	22.3%	-1.5%	x	13.3	x	x	u	x	x	-5.0
Cc1ccccc1C(=O)NC1CCN(CC(=O)NCc2ccc(F)cc2)CC1	2.3%	-4.2%	6.3%	-2.9%	-12.6	1.7	-0.1%	-0.9%	4.8%	-6.1%	3.8
O=C(NCc1ccccc1Cl)C(=O)c1c[nH]c2ccccc12	2.2%	0.5%	3.3%	8.2%	1.9	0.1	21.6%	3.6%	u	-1.9%	1.2
O=S(=O)(c1ccc2c(c1)CCC2)N1CCNCC1	0.9%	-3.0%	0.2%	-2.0%	-20.2	x	x	2.4%	-1.4%	x	-3.5
O=C(CSc1cccs1)Nc1ccc(Cl)cc1	u	10.7%	u	u	-9.8	-4.7	2.3%	-0.1%	u	0.5%	-12.0
CN(C(=O)NC(=O)C1=C(N2CCOCC2)/C(=C/c2ccccc2)CC1)S(C)(=O)=O	16.8%	3.2%	5.1%	-0.2%	-2.5	4.4	25.7%	-17.7%	-6.6%	u	17.5
Cc1cc(C(=O)Nn2cnnc2)cs1	x	x	x	x	8.1	4.9	-13.3%	x	-0.5%	-4.7%	-6.8
COc1ccc(NS(=O)(=O)c2ccc(OC)c(NC(=O)CNC(=O)c3ccc(OC)cc3)c2)cc1	2.0%	10.0%	0.8%	1.5%	-17.2	x	x	-11.2%	3.8%	x	10.5
CCOC(=O)N1CCN(C(=O)COC(=O)CN(C)S(=O)(=O)c2ccc(NC(C)=O)cc2)CC1	-3.3%	1.5%	0.9%	-0.1%	0.7	x	25.6%	-7.4%	-1.2%	1.1%	-0.8
c1ccc(-c2nn3c(C4CCCCC4)nnc3s2)nc1	-10.3%	-3.0%	0.4%	-3.7%	-0.5	2.3	-23.9%	-2.0%	2.6%	4.0%	1.0
CN1CCSc2ccc(C(=O)NCc3ccccc3F)cc21	u	-2.8%	-2.2%	29.2%	22.6	0.4	16.9%	2.7%	u	u	-8.2
O=C(NCCc1c[nH]c2ccccc12)c1ccc2nc[nH]c2c1	23.4%	u	u	18.0%	-15.4	x	x	0.5%	u	x	4.5
COC(=O)c1ccc(Cn2cnc3cnccc32)cc1	7.1%	-2.9%	-1.3%	1.7%	2.4	0.0	4.4%	11.8%	-1.5%	-4.2%	-22.2
COc1ccc2c(C=O)c[nH]c2c1	-3.0%	-0.9%	-3.2%	-1.4%	2.9	-0.4	12.0%	-3.1%	4.8%	0.5%	-2.5
CC(OC(=O)c1ccco1)C(=O)Nc1ccc(Cl)cn1 (stereo unspecified)	-1.7%	-0.2%	1.4%	-10.3%	-10.8	1.7	17.7%	1.5%	-1.3%	-9.4%	-16.2
O=C1CN(C(=O)COC(=O)c2cc(S(=O)(=O)N3CCOCC3)ccc2Cl)c2ccccc2N1	-8.3%	2.9%	1.1%	-0.5%	-2.0	-0.9	-0.6%	-4.7%	0.0%	13.6%	23.3
N#Cc1ccc(C(=O)Nn2cnnc2)cc1	-5.7%[1.84 µM]	1.2%	1.3%	-3.5%	-19.4	1.6	-5.8%	4.2%	-0.9%	2.3%	1.4
Nc1cc(Cl)c(N)cc1Cl	13.1%	-4.4%	4.9%	-0.1%	1.6	0.3	u	x	-0.5%	-0.7%	6.9
Cc1cc2nc(SCCN3CCCC3)[nH]c2cc1C	15.9%	5.4%	3.8%	10.1%	5.7	3.7	4.9%	0.5%	-9.3%	4.1%	-0.2
CC1CCCC(C)N1S(=O)(=O)c1ccc(NC(=O)CCn2cnc3ccccc3c2=O)cc1 (stereo unspecified)	-4.8%	-0.1%	-5.9%	1.7%	3.5	3.3	28.3%	x	2.1%	-9.0%	-0.9
Cc1ccc(CCNC(=O)C2CCN(c3nn4c(=O)cc(C)nc4s3)CC2)cc1	-0.6%	-1.3%	2.9%	-1.0%	-22.2	0.8	24.9%	-11.2%	1.1%	-11.9%	-2.6

Continuation:
SMILES	Rab9 promoter act	Tb PFK inh	ELG1 genotox	NPC1 promoter act	Giardia killer	FBPA coupling cs	RORgamma inh	uPA surface inh	FLuc modulator	VP16 counter	KCNH2 3.1 block
O=C(CN1CCOCCOCCOCCOCC1)Nc1ccccc1	4.2%	-0.4%	0.6%	-3.3%	3.1	1.4	10.8%	10.9%	u	-1.8%	-12.8
COc1ccc(NC(=O)c2n[nH]c(=O)c3ccccc23)cc1S(=O)(=O)N1CCCCC1	-8.0%	7.8%	-1.0%	-3.7%	23.4	-1.5	33.5%	4.7%	-0.5%	-22.3%	19.5
O=C1N/C(=N/N=C/c2ccc(O)cc2)SC1Cc1ccccc1 (stereo unspecified)	0.7%	1.1%	14.0%	2.5%	-15.7	0.6	-32.8%	1.9%	2.39µM*	-16.8%	-16.5
C[C@H](CO)N1C[C@H](C)[C@@H](CN(C)S(C)(=O)=O)Oc2c(NC(=O)Nc3ccccc3)cccc2C1=O	x	-0.6%	0.5%	x	2.4	x	x	-8.8%	x	x	6.1
Cc1nn(C)cc1/C=N\NC(=O)Cc1ccc([N+](=O)[O-])cc1	-11.8%	-27.8%	3.8%	-2.5%	-8.9	0.6	-22.2%	-1.6%	-5.6%	-2.9%	u
CN(CC(=O)NCc1cccs1)S(=O)(=O)c1cccc2nsnc12	-1.2%	-0.4%	-4.0%	-2.4%	14.2	-0.9	19.4%	3.4%	-5.1%	2.2%	12.7
O=C(COC(=O)CNC(=O)c1ccc(Cl)cc1Cl)NC(=O)NCc1ccccc1	0.5%	2.5%	-3.0%	-0.5%	u	x	x	3.5%	0.4%	x	-23.9
CCc1nnc(NC(=O)c2cc(-c3ccco3)nc3ccccc23)s1	0.6%	20.3%	-5.8%	-2.3%	-7.1	1.9	-0.2%	-3.6%	u	7.4%	9.7
CCN(CC)C(=O)C1CCCN(c2ncnc3c2cnn3-c2cccc(C)c2)C1 (stereo unspecified)	-6.6%	-4.4%	u	-2.8%	-0.8	-2.6	1.6%	-1.7%	u	1.7%	2.4
Cc1cccc(-n2c(CNC(=O)c3ccc(S(=O)(=O)N4CCCCC4)cc3)n[nH]c2=S)c1	-4.6%	-3.8%	-3.3%	-4.2%	3.5	1.0	7.9%	1.6%	6.8%	0.9%	6.4
COc1ccc(S(=O)(=O)N(C)c2ccc(C(=O)NCC3CCCO3)cc2)cc1 (stereo unspecified)	-1.9%	-2.1%	0.4%	-0.6%	-5.7	-1.6	22.4%	-1.3%	1.1%	1.9%	3.2
Cc1cccc(NC(=O)CSc2nnc(NC(=O)C3CC3)s2)c1C	16.3%	-1.3%	7.7%	-0.7%	-17.7	-3.8	-1.5%	-2.8%	0.5%	-6.7%	16.4
CCC(=O)c1ccc(OCC(=O)Nc2ccccc2C(=O)NC2CC2)cc1	-2.2%	-1.2%	1.0%	0.8%	-18.9	x	x	-11.8%	4.6%	x	-6.7
COC(=O)C(O)(CC(=O)Nc1ccc(OC(F)(F)F)cc1)C(F)(F)F (stereo unspecified)	-6.1%	20.7%	0.6%	-3.3%	-2.6	1.5	14.5%	5.8%	0.1%	9.0%	-13.3
Cc1cc2c(n1-c1ccc(Cl)cc1)CC(C)(C)CC2=O	0.1%	3.8%	-3.0%	-4.6%	-16.9	4.8	33.5%	10.9%	2.8%	-0.2%	-3.3
O=C1c2ccccc2-c2cccc(C(=O)N3CCN(C(=O)c4ccccc4)CC3)c21	-6.1%	1.8%	-3.7%	-6.4%	-0.9	3.1	2.3%	7.0%	-2.8%	-5.4%	-1.1
O=C(CCc1ccccc1)NNC(=O)C1CCCCC1	-3.1%	-4.9%	0.2%	-2.3%	-3.1	-4.4	8.1%	x	-0.7%	-17.1%	7.1
